PglD DTNB = blocks C. jejuni PglD acetyltransferase activity | purified PglD enzyme, DTNB colorimetric CoA detection | inhibition, % at 12.5 µM | hit rate 0.098% among 360,000; in the data active = inhibition above about 16%, passing the limit was not always enough; also: strong numbers were not always called active
FN deposit inh = fibronectin deposition inhibition; AH1F fibroblasts, Alexa488-fibronectin deposition fluorescence, overnight; inhibition, % at 12.6 µM; hit rate 0.086% among 350,000; AID 743247;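 active = mean inhibition across replicates of 30% or more, regardless of how many single replicates reach that level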;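 also: positive control wells lacked labelled fibronectin entirely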
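Material: AH1F fibroblasts assembling fluorescent fibronectin matrix; amount: 10000 AH1F cells/well; medium: DMEM, 2% serum; reagent: Alexa488-fibronectin, 24 nM final in well; dosing: single compound dose, delivered by pin transfer; incubation: 1 h adhesion, overnight exposure; detection: fluorescence after three HBSS washes, excitation 485 nm, emission 525 nm; measure: fibronectin deposition inhibition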
C2C12 statin = suppression of simvastatin myotoxicity; C2C12 myotubes + simvastatin, ATP luminescence, 48 h; scaled: DMSO 0, geranylgeraniol control 100; rescue of ATP level, % at 7.49 µM; hit rate 0.78% among 330,000;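 active = mean ATP rescue above about 67%, or every replicate alone reaching that limit, limit read from the data, passing the limit was not always enough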;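 also: myotubes were challenged with 10 µM simvastatin during compound exposure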
miR122 inh = miR-122 inhibition in Huh7 cells; AID 602342; hit rate 0.3% among 340,000; Huh7 miR-122 Renilla luciferase sensor, 48 h; neutral wells = 0, positive control = 100; activation (reporter increase), % at 12.5 µM;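 active = mean replicate activation score at least 90 and every replicate individually at or above 90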;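 also: higher luciferase means less miR-122 activity so hits act as miR-122 inhibitors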
PGC1a acetyl inh = modulators of PGC1a acetylation; U2OS PGC1a acetylation, AlphaScreen anti-acetyl-lysine; with virally co-expressed GCN5 acetyltransferase; inhibition, % at 15.6 µM; hit rate 0.17% among 350,000;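 active = every replicate shows inhibition of at least 40%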;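 also: 0% = neutral control wells and 100% = positive control wells; some results beyond the cut were filed as inactive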
GSIS activator = GLuc luminescence reporter in INS-1E cells, primary screen for activators of glucose-dependent secretion of insulin; INS-1E GLuc reporter insulin secretion, 2-3 h; activation, % at 16.6 µM; hit rate 0.61% among 370,000;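 active = lowest replicate activation of at least 40%, so every replicate reaches that level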;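 also: 0% = median of neutral control wells and 100% = median of IBMX positive control wells; some compounds called inactive have numbers as strong as hits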
Cneo AK release = causes C. neoformans cell lysis. adenylate kinase release luminescence, 4 h; normalised: neutral wells 0, clomiphene wells 100. lysis activity, % at 15 µM. hit rate 0.2% among 360,000. AID 651654;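 active = mean lysis activity across replicates of at least 80%, whatever share of replicates individually reach that level; inactive = mean lysis activity below 80%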
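Material – log-phase Cryptococcus neoformans yeast cells · Input – 5 × 10^6 yeast cells/mL · Medium – fresh YPD growth medium · Doses – single compound concentration per well · Timing – static 4 h at 37 °C with compound, 1 h detection · Detection – adenylate kinase release luminescence · Read-out – signal increase indicating cell lysis · Control set – Clomiphene as positive lysis control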
CFTR F508del cor = correctors of CFTR F508del function in bronchial epithelial cells; activity (quench increase), % at 7.58 µM; CFBE cells, YFP halide quenching; stimulated with forskolin plus potentiator P3; % fluorescence drop versus neutral controls; hit rate 0.36% among 350,000;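 active = mean added fluorescence quench of at least 8% versus neutral control, with both replicates also reaching 8%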;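 also: cells transiently co-express mutant CFTR-F508del with the halide-sensitive YFP; corrector assay measuring rescue of mutant channel to the surface after 24 h compound exposure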
Numbers without * were called inactive; & = joins results of further samples; [ ] = another dose, or the depositor's remark.

Results for O=C(OC1CCOC1=O)c1cccc(S(=O)(=O)N2CCc3ccccc3C2)c1 (stereo unspecified) ?
FN deposit inh: -10; PGC1a acetyl inh: -1; GSIS activator: 8; CFTR F508del cor: 2.1

Results for COC(=O)c1cccc(C(=O)N2CCCC(C(=O)c3ccccc3OC)C2)c1 (stereo unspecified) ?
PglD DTNB: -3; FN deposit inh: -8; C2C12 statin: -8; miR122 inh: 3; PGC1a acetyl inh: -1; GSIS activator: 15; Cneo AK release: 2; CFTR F508del cor: -1.0

How did CSc1cccc(NC(=S)NN(C)C)c1 do in these assays?
PglD DTNB: 9; FN deposit inh: 7; C2C12 statin: 7; miR122 inh: -5; PGC1a acetyl inh: 4; GSIS activator: -5; Cneo AK release: 3; CFTR F508del cor: 1.3

Results for Cc1cnc(C(=O)Nc2ccc(S(=O)(=O)N(C(C)C)C(C)C)cc2)cn1 ?
PglD DTNB: -1; FN deposit inh: 1; C2C12 statin: 0; miR122 inh: 8; PGC1a acetyl inh: 7; Cneo AK release: 1; CFTR F508del cor: 0.6

How did Cc1ccc(S(=O)(=O)Nc2c(NC3CCCCC3)c3ccccc3oc2=O)cc1C do in these assays?
PglD DTNB: -6; FN deposit inh: 7; C2C12 statin: -3; GSIS activator: -45; Cneo AK release: -4; CFTR F508del cor: 2.3

How did CC1(C(=O)NS(=O)(=O)c2ccccc2C(F)(F)F)CCN1C(=O)c1cccc(F)c1 (stereo unspecified) do in these assays?
PglD DTNB: -1; FN deposit inh: 3; C2C12 statin: 4; miR122 inh: -2; PGC1a acetyl inh: 5; GSIS activator: -7; Cneo AK release: -1; CFTR F508del cor: -5.2

Results for COc1ccccc1N1C(=O)CSC1=S ?
PglD DTNB: 5; FN deposit inh: -4; C2C12 statin: 4; miR122 inh: 1; PGC1a acetyl inh: -20; GSIS activator: 2; Cneo AK release: 3; CFTR F508del cor: -0.9

How did Cc1c(C(=O)O)nnn1-c1ccccc1 do in these assays?
PglD DTNB: -2; miR122 inh: 1; PGC1a acetyl inh: -6; Cneo AK release: 1

How did Oc1ccc(C[C@@H]2CNCCN2CCc2cccc(F)c2)cc1 do in these assays?
PglD DTNB: 4; FN deposit inh: 2; C2C12 statin: -3; miR122 inh: 1; PGC1a acetyl inh: -2; GSIS activator: -2; Cneo AK release: 1; CFTR F508del cor: 1.5

How did Cc1cc(N2Cc3ccccc3C2)ccc1C=O do in these assays?
PglD DTNB: 2; FN deposit inh: 1; C2C12 statin: -12; GSIS activator: -22; Cneo AK release: -1; CFTR F508del cor: -2.1

How did COCC#Cc1cnc2c(c1)C(=O)N([C@H](C)CO)C[C@H](C)[C@@H](CN(C)C(=O)c1ccc3c(c1)OCO3)O2 do in these assays?
PglD DTNB: -3; C2C12 statin: 13; miR122 inh: -3[16.7 µM]; PGC1a acetyl inh: -1; GSIS activator: 19; Cneo AK release: -2; CFTR F508del cor: 0.4

Results for Cc1cc(=O)oc2cc(NC(=O)c3ccnn3C)ccc12 ?
PglD DTNB: 6; C2C12 statin: 1; miR122 inh: -2; Cneo AK release: -1

How did COc1ccc(-c2cc3ccccc3n2CC(O)CN2CCCCC2)cc1 (stereo unspecified) do in these assays?
PglD DTNB: 2; FN deposit inh: 1; C2C12 statin: 1; miR122 inh: -12; PGC1a acetyl inh: -16; Cneo AK release: 2; CFTR F508del cor: -0.9

How did O=C(COC(=O)/C=C/c1ccco1)Nc1ccccc1 do in these assays?
PglD DTNB: -2; FN deposit inh: -13; C2C12 statin: 10; miR122 inh: -3; PGC1a acetyl inh: 2; GSIS activator: -8; Cneo AK release: -2; CFTR F508del cor: -1.6

How did Nc1nonc1-n1nnc(C(=O)N/N=C\c2ccncc2)c1CN1CCCCC1 do in these assays?
PglD DTNB: 2; FN deposit inh: 16; C2C12 statin: 31; miR122 inh: -9; GSIS activator: 2; Cneo AK release: 0; CFTR F508del cor: -1.2

Results for CC(C)COc1ccc(N)cc1OCC(C)C ?
FN deposit inh: -5; C2C12 statin: 12; miR122 inh: 2; PGC1a acetyl inh: 15; GSIS activator: 3; CFTR F508del cor: -2.0

How did COc1ccc(/C=N/NC(=O)CN2CCCCCCC2)c(C)c1C do in these assays?
FN deposit inh: 1; PGC1a acetyl inh: 8; GSIS activator: 12; CFTR F508del cor: 0.9

How did CO[C@H]1CC[C@@H]2CCOc3ccc(C#N)cc3C(=O)N(C)C[C@H](c3ccccc3)CC(=O)N(C)C[C@H]1O2 do in these assays?
PglD DTNB: 0; FN deposit inh: 2; C2C12 statin: -1; GSIS activator: 16; Cneo AK release: 2

How did C/C=C/c1ccc([C@@H]2[C@H](CO)N(Cc3cncnc3)C23CN(C(=O)COC)C3)cc1 do in these assays?
FN deposit inh: -2; PGC1a acetyl inh: 9; GSIS activator: 19; CFTR F508del cor: -4.4

Results for CCCCCOc1ccc(C(=O)CCN2CCOCC2)cc1 ?
PglD DTNB: -5; FN deposit inh: 8; C2C12 statin: 3; GSIS activator: -50; Cneo AK release: -2; CFTR F508del cor: -2.5

Results for CCOc1ccc2ccccc2c1C(=O)NCC(c1ccc(N(C)C)cc1)N(C)C (stereo unspecified) ?
PglD DTNB: 3; FN deposit inh: -4; C2C12 statin: 17; miR122 inh: -6; PGC1a acetyl inh: -4; GSIS activator: -16; Cneo AK release: 1; CFTR F508del cor: 0.0

What do the screens show for `CN(C)c1ccc(CNC(=O)C2CCN(S(=O)(=O)c3ccc4c(c3)CCC(=O)N4)CC2)cc1`?
PglD DTNB: 4; C2C12 statin: 6; miR122 inh: 4; PGC1a acetyl inh: -12; Cneo AK release: 1

Results for Cc1ccccc1OCC(=O)OC(C(=O)c1ccccc1)c1ccccc1 (stereo unspecified) ?
FN deposit inh: -1; miR122 inh: -3; PGC1a acetyl inh: 3; GSIS activator: 5; Cneo AK release: -1; CFTR F508del cor: -0.2

Results for CCC(=O)N(C)C[C@@H]1Oc2ncc(-c3ccc(C#N)cc3)cc2C(=O)N([C@@H](C)CO)C[C@@H]1C ?
PglD DTNB: -2; FN deposit inh: -8; C2C12 statin: 2; miR122 inh: 0[16.7 µM]; PGC1a acetyl inh: 0; GSIS activator: 2; Cneo AK release: 1; CFTR F508del cor: 0.0

How did O=c1[nH]c(C(F)(F)C(F)(F)C(F)(F)F)no1 do in these assays?
PglD DTNB: -3; C2C12 statin: 8; miR122 inh: -7; PGC1a acetyl inh: -9; Cneo AK release: 11; CFTR F508del cor: 0.5

What do the screens show for `COc1ccc(/C(C)=N/NC(=O)c2nnn(-c3nonc3N)c2-c2cccs2)cc1`?
PglD DTNB: -3; FN deposit inh: 12; C2C12 statin: -61; miR122 inh: -1; PGC1a acetyl inh: -10; GSIS activator: 4; Cneo AK release: 0; CFTR F508del cor: 2.7

Results for NS(=O)(=O)c1ccc(NC(=O)CSc2nc3ccccc3c(=O)n2Cc2ccncc2)cc1 ?
PglD DTNB: 2; FN deposit inh: 10; C2C12 statin: 0; miR122 inh: 2; PGC1a acetyl inh: -6; GSIS activator: 20; Cneo AK release: -1; CFTR F508del cor: 3.9

How did COc1ccc(C(=O)NNC(=O)c2cccs2)cc1S(=O)(=O)N1CCOCC1 do in these assays?
PglD DTNB: 1; FN deposit inh: -6; C2C12 statin: 2; miR122 inh: 1; PGC1a acetyl inh: -2; GSIS activator: -9; Cneo AK release: 0; CFTR F508del cor: -3.7

How did CC(C)NC(=O)c1cc(C2CCCCN2S(=O)(=O)c2cccc3cccnc23)on1 (stereo unspecified) do in these assays?
PglD DTNB: -2; FN deposit inh: -2; C2C12 statin: 3; miR122 inh: -2; PGC1a acetyl inh: -1; GSIS activator: 0; Cneo AK release: -1; CFTR F508del cor: 3.4

What do the screens show for `O=C(Nc1ccc2c(c1)[C@@H]1C[C@H](CC(=O)N3CCCCC3)O[C@H](CO)[C@@H]1O2)Nc1ccccc1F`?
FN deposit inh: 0; C2C12 statin: 1; miR122 inh: 7[16.7 µM]; PGC1a acetyl inh: -24; GSIS activator: -6; CFTR F508del cor: 0.9

Results for Cc1ccc(S(=O)(=O)N(C)C[C@@H]2Oc3ccc(NC(=O)Cn4cnnn4)cc3C(=O)N([C@@H](C)CO)C[C@H]2C)cc1 ?
PglD DTNB: -8&2; FN deposit inh: 2; C2C12 statin: -29&4; miR122 inh: -7[16.7 µM]; PGC1a acetyl inh: -11&1; GSIS activator: 1&-21; Cneo AK release: 48&-1; CFTR F508del cor: -3.1&-1.4

What do the screens show for `COc1ccc(N2CCN(CCNC(=O)c3ccc4c(c3)[nH]c(=S)n3c5ccccc5nc43)CC2)cc1`?
PglD DTNB: 4; C2C12 statin: -3; miR122 inh: -9; PGC1a acetyl inh: 4; GSIS activator: 7; Cneo AK release: -1; CFTR F508del cor: -5.6

How did COCC(=O)N1[C@@H](C#N)[C@H](c2ccc(C#CCC3CCCC3)cc2)[C@@H]1CO do in these assays?
PglD DTNB: -2; FN deposit inh: 6; C2C12 statin: 14; PGC1a acetyl inh: -10; GSIS activator: 0; Cneo AK release: -7; CFTR F508del cor: 1.0

Results for COc1ccc(C2CC(=O)c3cnc(NC(=O)c4ccccc4)nc3C2)cc1OC (stereo unspecified) ?
PglD DTNB: 0; FN deposit inh: -4; C2C12 statin: -3; miR122 inh: 14; PGC1a acetyl inh: -1; GSIS activator: 15; Cneo AK release: -1; CFTR F508del cor: -0.7

How did O=C(Nc1ccccc1Cl)c1cnccn1 do in these assays?
PglD DTNB: 3; C2C12 statin: 8; miR122 inh: -3; PGC1a acetyl inh: -2; Cneo AK release: 0

How did COc1ccc(/C=C\C(=O)NCC(=O)N/N=C/c2cccc(OC)c2O)cc1 do in these assays?
PglD DTNB: -5; FN deposit inh: 1; C2C12 statin: 24; miR122 inh: -5; PGC1a acetyl inh: -5; GSIS activator: 8; Cneo AK release: 18; CFTR F508del cor: 4.0

How did O=C(CC1CC1)N1CC2(C1)[C@H](c1ccccc1)[C@H](CO)N2S(=O)(=O)Cc1ccccc1 do in these assays?
FN deposit inh: -5; PGC1a acetyl inh: -5; GSIS activator: 7; CFTR F508del cor: -0.1

How did COc1ccc(NC(=O)C(OC(=O)c2ccccc2)c2cccs2)cc1 (stereo unspecified) do in these assays?
PglD DTNB: 5; PGC1a acetyl inh: -1; Cneo AK release: -9; CFTR F508del cor: -1.1

How did CC(=O)Nc1ccc(S(=O)(=O)N2CCC(C(=O)O)(c3ccccc3)CC2)cc1 do in these assays?
PglD DTNB: 1; FN deposit inh: -7; C2C12 statin: -1; miR122 inh: 3; PGC1a acetyl inh: 30; GSIS activator: 8; Cneo AK release: -12; CFTR F508del cor: -3.9

Results for CCC(c1nnnn1CCc1ccccc1)N(Cc1ccco1)Cc1cc2cc(C)cc(C)c2[nH]c1=O (stereo unspecified) ?
PglD DTNB: 0; C2C12 statin: 1; miR122 inh: 7; PGC1a acetyl inh: -18; Cneo AK release: 19

2 entries picked at random from the list so far, as already listed:
What do the screens show for `COc1ccc(N2CCN(CCNC(=O)c3ccc4c(c3)[nH]c(=S)n3c5ccccc5nc43)CC2)cc1`?
PglD DTNB: 4; C2C12 statin: -3; miR122 inh: -9; PGC1a acetyl inh: 4; GSIS activator: 7; Cneo AK release: -1; CFTR F508del cor: -5.6

How did O=C(CC1CC1)N1CC2(C1)[C@H](c1ccccc1)[C@H](CO)N2S(=O)(=O)Cc1ccccc1 do in these assays?
FN deposit inh: -5; PGC1a acetyl inh: -5; GSIS activator: 7; CFTR F508del cor: -0.1

Assay outcomes as filed in PubChem BioAssay.

Rows are unselected; about 2.1% have a hit in one of these screens.
